DENV2 CPE: inhibitors of DENV2 cytopathic effect. DENV2-infected cells, cytopathic effect rescue, plate reader. CPE inhibition, % at 9.99 µM. actives 1.7% (n = 350,000). AID 651640; in the data active = CPE inhibition above about 20%, passing the limit was not always enough; inconclusive = no clear call, values can overlap the other calls; tested in BHK-21 cells;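 note: 0% = median of neutral control wells and 100% = median of positive control wells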
INS-1E GSIS act: primary screen for activators of insulin secretion dependent on glucose, INS-1E cells, GLuc reporter luminescence; INS-1E GLuc reporter insulin secretion, 2-3 h; activation, % at 16.6 µM; actives 0.61% (n = 370,000); AID 743287;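 active = lowest replicate activation of at least 40%, so every replicate reaches that level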;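 note: 0% = median of neutral control wells and 100% = median of IBMX positive control wells; some compounds called inactive have numbers as strong as hits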
CFTR F508del cor: correctors of CFTR F508del function in bronchial epithelial cells | CFBE cells, YFP halide quenching; stimulated with forskolin plus potentiator P3; % fluorescence drop versus neutral controls | activity (quench increase), % at 7.58 µM | actives 0.36% (n = 350,000) | AID 720511;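 active = mean added fluorescence quench of at least 8% versus neutral control, with both replicates also reaching 8%; inconclusive = only one of the mean or replicate conditions met; inactive = mean below 8% and not both replicates reaching 8%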;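 note: cells transiently co-express mutant CFTR-F508del with the halide-sensitive YFP; corrector assay measuring rescue of mutant channel to the surface after 24 h compound exposure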
EWS-Fli inh: inhibitors of EWS/Fli oncoprotein transcriptional activity; A673 NR0B1-luciferase reporter, viability-normalised; inhibition, % at 12.6 µM; actives 0.67% (n = 350,000);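 active = mean inhibition of at least 50% after viability correction, with every replicate also passing that limit; inconclusive = mean reaches 50% but only one of two replicates passes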;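 note: firefly luciferase signal divided by Alamar Blue viability fluorescence both relative to DMSO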
ERp5 block: ERp5 (human) disulfide isomerase inhibition | ERp5 insulin aggregation, absorbance 650 nm, 90 min | inhibition, % at 9.99 µM | actives 0.05% (n = 350,000);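 active = mean replicate inhibition above about 25%, with every replicate also reaching it, limit read from the data, passing the limit was not always enough; inconclusive = only one of those two criteria met; inactive = neither criterion met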
Target sequence (Q15084 whole entry, looked up): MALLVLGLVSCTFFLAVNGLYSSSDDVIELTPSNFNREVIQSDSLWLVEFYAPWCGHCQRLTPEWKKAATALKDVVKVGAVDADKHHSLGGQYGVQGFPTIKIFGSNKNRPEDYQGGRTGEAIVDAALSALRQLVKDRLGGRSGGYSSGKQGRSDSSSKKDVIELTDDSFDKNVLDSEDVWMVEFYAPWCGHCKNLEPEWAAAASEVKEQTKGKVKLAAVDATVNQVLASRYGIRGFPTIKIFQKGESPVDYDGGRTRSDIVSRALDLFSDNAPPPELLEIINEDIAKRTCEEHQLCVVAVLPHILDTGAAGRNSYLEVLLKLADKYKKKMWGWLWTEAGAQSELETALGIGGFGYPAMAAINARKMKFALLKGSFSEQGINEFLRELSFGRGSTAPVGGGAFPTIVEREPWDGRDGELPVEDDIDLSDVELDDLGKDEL
ARNT TACC3 PPI: disrupts binding between human ARNT and TACC3; Q9Y6A5; AlphaScreen His-ARNT PAS-B/GST-TACC3 binding, luminescence; TACC3 fragment carries E629A point mutation; inhibition, % at 9.99 µM; actives 0.66% (n = 390,000);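 active = mean inhibition of replicates at least 50% and at least half of replicates each reaching 50%; inconclusive = half or more replicates reach 50% but mean below 50%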;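 note: 0% = complete ARNT plus TACC3 wells and 100% = ARNT alone without TACC3; many hits fall short of the cut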
Xi reactivation: X-chromosome reactivation activator; XiGFP mouse fibroblasts, % GFP-positive cells imaging, 3 d; cells co-treated with 5-aza-dC sensitizer; scaled so ellipticine positive control = 100%; activation, % at 7.58 µM; actives 0.055% (n = 360,000);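 active = mean normalized replicate activation at least 10% and every replicate at or above 10%; inconclusive = only one of the two criteria met; inactive = mean below 10% and not all replicates reach 10%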;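 note: 0% = median of on-plate neutral control wells and 100% = ellipticine 6 µM median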
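Material: XiGFP fibroblasts, SV40-immortalized; Buffer or medium: DMEM containing 5-aza-dC; Compound dosing: single point; Times: 3 days compound exposure.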
PAX8 reporter: inhibitors of PAX8 transcriptional activity in RMG-I cells; actives 1.2% (n = 360,000); inhibition, % at 12.6 µM; RMG-I TPO-luciferase reporter, SteadyGlo, 24 h;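 active = mean replicate inhibition at least 60% with every replicate also reaching 60%; inconclusive = only one of the two criteria is met; inactive = mean below 60% and not all replicates reaching 60%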;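 note: luciferase light reporting Pax8 driven TPO promoter activity; plate controls were median of neutral control wells for no effect and mitoxantrone controls for full effect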
Starred values were filed as active, the others as inactive.

CC(=O)N(Cc1cccc(Br)c1)c1ccc(N2CCOCC2)c(Cl)c1 was read as DENV2 CPE -3, INS-1E GSIS act -10, CFTR F508del cor 0.2, EWS-Fli inh 14, ERp5 block 1, ARNT TACC3 PPI -9, Xi reactivation 0.0 and PAX8 reporter 1.
For NC(=O)CSc1nnc(COc2ccc3ccccc3c2)o1 the results were DENV2 CPE 3, CFTR F508del cor 0.4, EWS-Fli inh 1, ERp5 block 2, ARNT TACC3 PPI -2, Xi reactivation 0.0 and PAX8 reporter 20.
`CC1CN(C(=O)c2ccc(NS(=O)(=O)c3cccc(Cl)c3)cc2)CC(C)O1` (stereo not drawn) gave DENV2 CPE -8, INS-1E GSIS act -15, CFTR F508del cor 2.6, EWS-Fli inh 0, ERp5 block 4, ARNT TACC3 PPI -22, Xi reactivation 0.1 and PAX8 reporter 18.
Screening O=C(C[C@@H]1C=C[C@@H](NC(=O)Nc2ccc(C(F)(F)F)cc2)[C@@H](CO)O1)NCc1cccc(F)c1 returned CFTR F508del cor 3.0, EWS-Fli inh 1, Xi reactivation -0.4 and PAX8 reporter 25.
Screening O=C(Nc1cc(S(=O)(=O)N2CCOCC2)ccc1O)c1ccc(NS(=O)(=O)c2ccc(Cl)s2)cc1 returned DENV2 CPE -4, INS-1E GSIS act -4, CFTR F508del cor 1.7, EWS-Fli inh 0, ERp5 block 2, ARNT TACC3 PPI 5, Xi reactivation 0.0 and PAX8 reporter 1.
For CCOc1ccccc1CNCc1ccc(F)cc1 the results were INS-1E GSIS act 10, CFTR F508del cor -4.3, EWS-Fli inh 4, ERp5 block 4, ARNT TACC3 PPI -4, Xi reactivation 0.0 and PAX8 reporter 19.
For CCn1cc2nc(SCC(=O)Nc3ccc(OC)c(OC)c3)n(Cc3ccc(OC)cc3)c(=O)c2n1 the results were DENV2 CPE 0, INS-1E GSIS act 38, CFTR F508del cor -2.4, EWS-Fli inh 5, ERp5 block 3, ARNT TACC3 PPI -2, Xi reactivation 0.0 and PAX8 reporter 15.
Screening COc1ccc(CC(=O)OCC(=O)Nc2ccc(Cl)c(S(=O)(=O)N(C)C)c2)cc1 returned INS-1E GSIS act -1, CFTR F508del cor 0.4, EWS-Fli inh 9, ERp5 block -3, ARNT TACC3 PPI 0, Xi reactivation 0.0 and PAX8 reporter 15.
CCCNC(=O)Nc1ccc2c(c1)OC[C@@H](C)N(Cc1ccncc1)C[C@H](C)[C@@H](OC)CN(C)C2=O was read as DENV2 CPE -11, INS-1E GSIS act 14, CFTR F508del cor -3.5, EWS-Fli inh 5, ERp5 block -3, ARNT TACC3 PPI -9, Xi reactivation 0.0 and PAX8 reporter 6.
Screening COC(=O)[C@H](Cc1ccccc1)NC(=O)[C@@H](N)CC(=O)O returned DENV2 CPE -1, INS-1E GSIS act 0, CFTR F508del cor -2.3, EWS-Fli inh -3, ERp5 block 1, ARNT TACC3 PPI 0, Xi reactivation 0.0 and PAX8 reporter -10.
CC[C@@H](C(=O)[C@@H](C)[C@@H](O)[C@H](C)[C@@H]1O[C@@H]([C@@H](CC)C(=O)O)CC[C@@H]1C)[C@H]1O[C@]2(C=C[C@@H](O)[C@]3(CC[C@@](C)([C@H]4CC[C@](O)(CC)[C@H](C)O4)O3)O2)[C@H](C)C[C@@H]1C was read as DENV2 CPE -1, CFTR F508del cor -0.4, EWS-Fli inh 12, ERp5 block -1, ARNT TACC3 PPI -6, Xi reactivation 0.1 and PAX8 reporter 109*.
COc1cccc(/C=C/C(=O)OCC(=O)NC(=O)NC2CCCCC2)c1 was read as DENV2 CPE 7, INS-1E GSIS act -24, CFTR F508del cor -0.8, EWS-Fli inh -1, ERp5 block -3, ARNT TACC3 PPI -29, Xi reactivation 0.0 and PAX8 reporter -6.
c1ccc(-c2cccs2)nc1 was read as DENV2 CPE 8, CFTR F508del cor -3.6, EWS-Fli inh -7, ARNT TACC3 PPI -2, Xi reactivation -0.1 and PAX8 reporter 11.
For CC(=O)c1ccc(OC2(C)CCN(Cc3ccc4c(c3)OCCO4)C2)cc1 (stereo not drawn) the results were DENV2 CPE -7, INS-1E GSIS act 10, CFTR F508del cor -1.4, EWS-Fli inh -8, ERp5 block 7, Xi reactivation -0.1 and PAX8 reporter -12.
Cc1noc(C)c1S(=O)(=O)N1CCN(c2ccccc2Cl)CC1 was read as DENV2 CPE -3, INS-1E GSIS act 40, CFTR F508del cor 1.8, EWS-Fli inh 1, ERp5 block -7, ARNT TACC3 PPI -4, Xi reactivation 0.3 and PAX8 reporter -8.
For COc1cccc(CN(C)CC(=O)Nc2cccc(S(=O)(=O)N(C)c3ccccc3)c2)c1OC the results were DENV2 CPE -2, INS-1E GSIS act -54, CFTR F508del cor 3.8, EWS-Fli inh -1, ERp5 block 4, ARNT TACC3 PPI 0, Xi reactivation 0.0 and PAX8 reporter 22.
CCOc1ccc(-c2csc3nc[nH]c(=O)c23)cc1 was read as DENV2 CPE 7, INS-1E GSIS act -8, CFTR F508del cor -9.0, EWS-Fli inh -55, ERp5 block 0, ARNT TACC3 PPI 6, Xi reactivation 0.1 and PAX8 reporter -31.
For Cc1ccc(C)c(NC(=O)C2COc3ccccc3O2)c1 (stereo not drawn) the results were DENV2 CPE -2, INS-1E GSIS act 11, CFTR F508del cor -0.8, EWS-Fli inh 1, ERp5 block 2, ARNT TACC3 PPI -8, Xi reactivation 0.1 and PAX8 reporter -25.
Cc1ccc(CNC(=O)C2CC3Cn4c(nc5cc6ccccc6cc54)C3N2C)o1 (stereo not drawn) was read as DENV2 CPE 1, INS-1E GSIS act -17, CFTR F508del cor -0.6, EWS-Fli inh -21, ERp5 block 6, ARNT TACC3 PPI 20, Xi reactivation 0.5 and PAX8 reporter 2.
`N#Cc1ccc(-c2ccc3c(c2)[C@@H]2[C@@H](CCN2C(=O)CN2CCOCC2)[C@H](CO)N3)cc1` gave DENV2 CPE 0, INS-1E GSIS act 22, CFTR F508del cor 0.4, EWS-Fli inh 1, ERp5 block -1, ARNT TACC3 PPI -6, Xi reactivation 0.0 and PAX8 reporter 2.
CCCN(CCC)C(=O)COc1cc(=O)n(CC)c2ccccc12 was read as DENV2 CPE -1, INS-1E GSIS act 6, CFTR F508del cor -3.2, EWS-Fli inh -3, ERp5 block 0, Xi reactivation 0.2 and PAX8 reporter 5.
For O=C(c1ccccn1)N1CC(=O)N2[C@H](CO)[C@H](c3ccc(C#CC4CCCC4)cc3)[C@H]2C1 the results were DENV2 CPE 0, INS-1E GSIS act -5, CFTR F508del cor 1.0, EWS-Fli inh 0, ERp5 block 4, Xi reactivation 0.1 and PAX8 reporter 6.
For CCCC(=O)Nc1cc(C(=O)O)ccc1Sc1ccccc1 the results were DENV2 CPE 8, INS-1E GSIS act 4, CFTR F508del cor 0.6, EWS-Fli inh 1, ERp5 block -1, ARNT TACC3 PPI 1, Xi reactivation 0.0 and PAX8 reporter 7.
`CO[C@H]1CN(C)C(=O)c2ccc(NC(=O)C3CC3)cc2OC[C@H](C)N(C(=O)c2ccccn2)C[C@@H]1C` gave DENV2 CPE 12, INS-1E GSIS act -3, CFTR F508del cor 0.1, EWS-Fli inh 2, ERp5 block 0, Xi reactivation 0.7 and PAX8 reporter -32.
`CC(Sc1nnnn1-c1ccc(O)cc1)C(=O)NNC(=O)c1ccc(F)cc1` (stereo not drawn) gave DENV2 CPE -9, INS-1E GSIS act -18, CFTR F508del cor -3.4, EWS-Fli inh -1, ERp5 block 0, Xi reactivation -0.1 and PAX8 reporter -3.
`C[C@@H]1CN([C@H](C)CO)C(=O)c2cc(C#CC3CCCCC3)cnc2O[C@@H]1CN(C)S(=O)(=O)c1ccc(F)cc1` gave DENV2 CPE inconclusive, INS-1E GSIS act -18, CFTR F508del cor 3.5, EWS-Fli inh -2, ERp5 block 8, ARNT TACC3 PPI -4 and Xi reactivation -1.3.
NNC(=O)Cn1c(-c2nonc2N)nc2ccccc21 was read as DENV2 CPE 1, INS-1E GSIS act 2, CFTR F508del cor 1.0, EWS-Fli inh 10, ERp5 block 1, ARNT TACC3 PPI -9, Xi reactivation 0.2 and PAX8 reporter 22.
For C[C@H]1CN([C@@H](C)CO)C(=O)c2ccccc2-c2ccccc2CO[C@H]1CN(C)C(=O)Nc1ccc(-c2ccccc2)cc1 the results were DENV2 CPE 16, INS-1E GSIS act 12, CFTR F508del cor -2.3, EWS-Fli inh -4, ERp5 block -1, Xi reactivation 0.1 and PAX8 reporter 18.
Screening C=CCOc1ccccc1CN1CCC(n2nccc2NC(=O)C2CCOC2)CC1 (stereo not drawn) returned DENV2 CPE 16, INS-1E GSIS act -1, CFTR F508del cor -2.9, EWS-Fli inh -1, ERp5 block 1, ARNT TACC3 PPI 4 and Xi reactivation 0.1.
COc1ccc(-c2nc3ccccc3c(=O)n2CCOc2cc(C)ccc2C)cc1 was read as DENV2 CPE 3, INS-1E GSIS act 6, CFTR F508del cor -3.5, EWS-Fli inh -2, ERp5 block -4, ARNT TACC3 PPI 0, Xi reactivation 0.1 and PAX8 reporter 6.
For CCOP(=O)(OCC)C(Nc1cccc([N+](=O)[O-])c1)c1ccccc1 (stereo not drawn) the results were DENV2 CPE -3, CFTR F508del cor -0.3, EWS-Fli inh 39, ARNT TACC3 PPI 3, Xi reactivation 0.0 and PAX8 reporter -11.
For COc1ccc(NC(=O)c2ccc3ncsc3c2)c2ccccc12 the results were DENV2 CPE 0, INS-1E GSIS act 4, CFTR F508del cor -0.7, EWS-Fli inh -37, ERp5 block 2, ARNT TACC3 PPI 0, Xi reactivation 0.2 and PAX8 reporter -21.
For Cc1ccc(NC(=O)C2CC(O)CN2C(=O)OCc2ccccc2)c(C)c1 (stereo not drawn) the results were DENV2 CPE -1, INS-1E GSIS act 3, CFTR F508del cor 0.6, EWS-Fli inh 0, ERp5 block 1, ARNT TACC3 PPI -4, Xi reactivation 0.2 and PAX8 reporter 8.
Cc1cc2ncn(CC(C)C)c2cc1C was read as DENV2 CPE 5, INS-1E GSIS act -7, CFTR F508del cor -2.9, EWS-Fli inh 12, ERp5 block -2, ARNT TACC3 PPI -4, Xi reactivation 0.3 and PAX8 reporter -2.
`Cc1ccc2c(c1)N(CC(=O)Nc1ncccc1C)C(=O)C(C(C)C)O2` (stereo not drawn) gave DENV2 CPE inconclusive, INS-1E GSIS act -8, CFTR F508del cor -11, EWS-Fli inh -5, ERp5 block 1, ARNT TACC3 PPI -10, Xi reactivation 0.0 and PAX8 reporter 11.
`CO[C@@H]1CN(C)C(=O)c2ccc(NC(=O)Nc3ccccc3Cl)cc2OC[C@@H](C)N(C(C)=O)C[C@H]1C` gave DENV2 CPE 18, INS-1E GSIS act -25, CFTR F508del cor -2.5, EWS-Fli inh -2, ERp5 block 1, ARNT TACC3 PPI 5, Xi reactivation -0.2 and PAX8 reporter 2.
Screening O=C(N/N=C\c1cccc(F)c1)c1ccc(Cn2cc(Br)c([N+](=O)[O-])n2)o1 returned DENV2 CPE 2, INS-1E GSIS act 0, EWS-Fli inh -4, ERp5 block 1, Xi reactivation 0.0 and PAX8 reporter -13.
For Cc1ccc2c(c1)C=CC(C#N)N2C(=O)c1ccccc1 (stereo not drawn) the results were DENV2 CPE -2, INS-1E GSIS act 50*, EWS-Fli inh inconclusive, ERp5 block 2, ARNT TACC3 PPI -1, Xi reactivation 1.7 and PAX8 reporter 12.

Assay outcomes from PubChem BioAssay.
